# ERp5 block: inhibitors of ERp5-driven insulin aggregation, primary screen, biochemical, turbidity, absorbance 650 nm, single point; Protein disulfide-isomerase A6 (Homo sapiens), Q15084; 90 min; inhibition, % at 9.99 µM; 350,000 tested, 0.05% active; AID 651711, 2012;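 active = mean replicate inhibition above about 25%, with every replicate also reaching it, limit read from the data, passing the limit was not always enough; inconclusive = only one of those two criteria met; inactive = neither criterion met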
# Target sequence (Q15084 whole entry, looked up): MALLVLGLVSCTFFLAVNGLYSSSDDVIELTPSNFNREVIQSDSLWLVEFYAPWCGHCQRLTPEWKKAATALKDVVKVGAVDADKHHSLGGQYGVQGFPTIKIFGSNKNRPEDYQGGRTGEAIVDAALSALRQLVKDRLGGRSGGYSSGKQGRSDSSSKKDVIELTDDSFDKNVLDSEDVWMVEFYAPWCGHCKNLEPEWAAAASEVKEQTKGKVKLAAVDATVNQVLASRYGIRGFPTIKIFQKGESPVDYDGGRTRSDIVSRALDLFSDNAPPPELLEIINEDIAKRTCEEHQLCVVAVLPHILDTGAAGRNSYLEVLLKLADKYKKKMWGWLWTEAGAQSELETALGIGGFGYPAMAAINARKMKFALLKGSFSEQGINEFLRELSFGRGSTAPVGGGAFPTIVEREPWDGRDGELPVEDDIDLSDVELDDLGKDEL
# ERAP1 HTS inh: human ERAP1 aminopeptidase inhibitors, primary screen, biochemical, single point, plate reader; Endoplasmic reticulum aminopeptidase 1 (Homo sapiens), Q9NZ08; recombinant ERAP1, Leu-AMC fluorescence, 60 min; inhibition, % at 10.7 µM; 340,000 tested, 0.15% active; AID 652197, 2013;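 active = mean replicate inhibition of at least 30%, or all replicates individually reaching that 30% level; inactive = mean below 30% and not every replicate reaching it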;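 also: 0% = neutral control wells and 100% = L-leucinethiol positive control wells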
# CASP6 VEID inh: human caspase-6 inhibitors, primary screen, biochemical, VEID-R110 fluorescence, single point, set 2; P55212; purified caspase-6, Z-VEID-R110 cleavage fluorescence; inhibition, % at 12.5 µM; 350,000 tested, 0.53% active; AID 686996, 2013;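 active = mean inhibition across replicates at least about 35%, with every replicate also reaching that limit, limit read from the data; inconclusive = only one of the two criteria met; inactive = neither criterion met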;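 also: 0% = median of neutral control wells and 100% = no fluorescence left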
# Target sequence (P55212 24-179 limits assumed): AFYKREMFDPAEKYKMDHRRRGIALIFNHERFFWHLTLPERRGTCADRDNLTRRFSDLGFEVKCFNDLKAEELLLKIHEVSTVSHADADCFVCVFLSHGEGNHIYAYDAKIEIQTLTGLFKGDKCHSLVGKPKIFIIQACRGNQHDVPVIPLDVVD
# Target sequence (P55212 194-293 limits assumed): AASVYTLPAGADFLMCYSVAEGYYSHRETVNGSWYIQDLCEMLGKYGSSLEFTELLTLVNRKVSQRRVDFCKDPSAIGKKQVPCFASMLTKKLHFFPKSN
# CFTR F508del cor: F508del CFTR correction, initial screen, CFBE line, single point; CFBE cells, YFP halide quenching; stimulated with forskolin plus potentiator P3; % fluorescence drop versus neutral controls; activity (quench increase), % at 7.58 µM; 350,000 tested, 0.36% active;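 active = mean added fluorescence quench of at least 8% versus neutral control, with both replicates also reaching 8%; inconclusive = only one of the mean or replicate conditions met; inactive = mean below 8% and not both replicates reaching 8%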;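 also: cells transiently co-express mutant CFTR-F508del with the halide-sensitive YFP; corrector assay measuring rescue of mutant channel to the surface after 24 h compound exposure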
# SIRT5 inh: SIRT5 desuccinylase inhibitors, primary screen, biochemical, fluorescence imaging, single point, set 5 | inhibition, % at 15 µM | 330,000 tested, 1.1% active | AID 652115, 2013 | NAD-dependent protein deacylase sirtuin-5, mitochondrial (Homo sapiens), Q9NXA8 | Purified SirT5, succinyl-peptide AMC, trypsin-coupled fluorescence; in the data active = inhibition above about 15%; inconclusive = no clear call, values can overlap the other calls
# Target sequence (Q9NXA8 whole entry, looked up): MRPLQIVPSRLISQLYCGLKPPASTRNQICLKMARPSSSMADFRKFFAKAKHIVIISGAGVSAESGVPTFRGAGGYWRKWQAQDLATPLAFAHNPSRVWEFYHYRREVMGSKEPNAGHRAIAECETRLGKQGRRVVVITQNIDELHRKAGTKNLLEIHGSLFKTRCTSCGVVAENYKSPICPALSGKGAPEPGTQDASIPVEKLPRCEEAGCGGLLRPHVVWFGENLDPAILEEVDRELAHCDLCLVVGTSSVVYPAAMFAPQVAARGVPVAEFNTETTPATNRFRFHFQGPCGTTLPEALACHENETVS
# miR-122 sensor: miR-122 Renilla sensor signal increase in Huh7, primary screen, miR-122 inhibitor project, cell-based, single point, plate reader; Huh7 miR-122 Renilla luciferase sensor, 48 h; neutral wells = 0, positive control = 100; activation (reporter increase), % at 12.5 µM; 340,000 tested, 0.3% active; AID 602342, 2012;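 active = mean replicate activation score at least 90 and every replicate individually at or above 90; inconclusive = only one of the two criteria met; inactive = neither criterion met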;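 also: higher luciferase means less miR-122 activity so hits act as miR-122 inhibitors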
# DENV2 CPE rescue: inhibitors of DENV2 cytopathic effect, primary screen, cell-based, plate reader, single concentration; DENV2-infected cells, cytopathic effect rescue; 350,000 tested, 1.7% active; CPE inhibition, % at 9.99 µM; in the data active = CPE inhibition above about 20%, passing the limit was not always enough; inconclusive = no clear call, values can overlap the other calls; tested in BHK-21 cells;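 also: 0% = median of neutral control wells and 100% = median of positive control wells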
# The depositor's hits bear a star; ? = inconclusive; · = no result given; & = joins results of further samples; [ ] = another dose, or the depositor's remark.
SMILES,ERp5 block,ERAP1 HTS inh,CASP6 VEID inh,CFTR F508del cor,SIRT5 inh,miR-122 sensor,DENV2 CPE rescue
COC(=O)C1=CCCN(C)C1,3,1,-3,-1.5,-2,-1,8
COc1ccccc1N1C(=O)NC(=O)/C(=C/c2ccc([N+](=O)[O-])s2)C1=O,-10,8,28,-1.2,18*,·,3
Cc1ccnc(NS(=O)(=O)c2ccc(N=Cc3c(O)n(C)c(=O)n(C)c3=O)cc2)n1,-1,3,9,0.3,7,·,15
CCOC1=C(N2CC2)C(=O)C(OCC)=C(N2CC2)C1=O,0,2,-4,2.8,·,0,5
CCN1C[C@]2(C)CC[C@H](OC)[C@]34C2[C@H](OC(C)=O)[C@@]2(OCO[C@@]25C[C@H](OC)[C@H]2C[C@]3(O)C5[C@H]2OC)[C@@H]14,2,6,-1,-4.7,-4,·,5
CCC(=NCC1CCCO1)c1c(O)n(-c2ccc(OC)cc2)c(=O)[nH]c1=O (configuration not stated),·,-3,3,0.5,-2,-15,-2
CN(C)CC#Cc1ccc([C@@H]2[C@@H](CO)N3CCCCN(C(=O)Cc4ccccn4)C[C@@H]23)cc1,3,0,1,0.0,-4,-6[16.7 µM],-12
COc1cccc(N2C(=O)/C(=C/c3ccc(C)o3)C(=O)NC2=S)c1,-1,1,40*,-2.3,14,·,14
COC(=O)N1C(c2ccccc2)C1c1ccccc1 (configuration not stated),-8,-2,-4,-5.3,-3,-1,2
C=CCn1c(O)c(C(CC)=NCc2ccc3c(c2)OCO3)c(=O)[nH]c1=O,4,3,1,1.3,0,-4,5
COc1cc(C(=O)NC(=S)N2C[C@H]3C[C@H](C2)c2cccc(=O)n2C3)cc(OC)c1OC,-5,3,4,-0.3,0,0,1
CCN(CC)C(=O)c1ccc(NC(=O)c2ccc(N3CCCC3=O)cc2)cc1,-5,4,-106,5.7,8,-15,-2
O=C1NC(=O)C(Cc2ccccc2)(Cc2ccccc2)C(=O)N1Cc1ccccc1,-6,2,0,0.3,·,·,-5
CCN1[C@@H]2Cn3c(ccc(-c4ccc(OC)cc4)c3=O)[C@H]1[C@@H](C(=O)OC)[C@@H]2CO,-2,1,-2,·,-25,·,-5
Cc1ccc2c(c1)N(C(=O)CCC(=O)N1CCC3(CC1)OCCO3)CC(C)O2 (configuration not stated),·,-6,-1,-2.0,-1,·,-8
O=C(Cc1ccccn1)N1CCCCN2[C@@H](CO)[C@@H](c3ccc(-c4ccccc4)cc3)[C@@H]2C1,1,0,0,0.0,-2,1[16.7 µM],8
Cn1cc(C(=O)OCC(=O)NC2(C#N)CCCC2)c2ccccc21,5,3,0,-3.2,-1,-5,?
Cc1cccc(-n2c(C)nc3cc(C(=O)N4CCC5(CC4)OCCO5)ccc32)c1,3,1,6,-2.4,-1,·,-3
O=C(NCC1=C(c2ccc3ccccc3c2)C[C@@H]2CC[C@H]1N2Cc1ccco1)c1nccs1,-4,-6,5,-1.9,-2,5,-6
CCCCN1CCC(C#N)(Nc2ccccc2)CC1,7,3,-3,·,22*,-1,·
O=C(NCC1=C(c2cccc3ccccc23)C[C@@H]2CC[C@H]1N2Cc1ccco1)c1ccncc1,5,5,-1,-4.0,-5,12,?
N#CCCn1cc(C(=O)O)c(-c2cccc([N+](=O)[O-])c2)n1,8,1,1,0.9,1,·,-1
COC(=O)C1C(C(=O)O)C2(Cl)C(Cl)=C(Cl)C1(Cl)C2(Cl)Cl (configuration not stated),2,4,-1,-2.0,-2,-2,9
CCN(CC)P(=O)(NC(=O)C(Cl)(Cl)Cl)N(CC)CC.[Cl-].[Cl-].[Cl-].[Nd+3],1&-8,-4&3,-3&7,-2.0,3&-7,3,-5

# Gathered by group, the entries above containing a nitro group on carbon (two)
SMILES,ERp5 block,ERAP1 HTS inh,CASP6 VEID inh,CFTR F508del cor,SIRT5 inh,miR-122 sensor,DENV2 CPE rescue
COc1ccccc1N1C(=O)NC(=O)/C(=C/c2ccc([N+](=O)[O-])s2)C1=O,-10,8,28,-1.2,18*,·,3
N#CCCn1cc(C(=O)O)c(-c2cccc([N+](=O)[O-])c2)n1,8,1,1,0.9,1,·,-1

# Additional compounds follow.
SMILES,ERp5 block,ERAP1 HTS inh,CASP6 VEID inh,CFTR F508del cor,SIRT5 inh,miR-122 sensor,DENV2 CPE rescue
CN1C(=O)C(C2CCCCC2)C(=O)N(C)C1=O,2,-1,-1,0.4,-2,·,-2
O=C1NC(=O)C(=Cc2ccc(Sc3ccccc3)o2)C(=O)N1,6,3,5,-5.5,-3,-3,-2
Cc1cccc(-n2c(O)c(C=Nc3ccc(S(N)(=O)=O)cc3)c(=O)[nH]c2=O)c1,-7,4,-1,-0.7,3,·,2
Cc1c(CC(=O)N2C[C@H]3C[C@@H](C2)c2cccc(=O)n2C3)c(=O)oc2c(C)c(O)ccc12,2,2,-2,-0.9,·,-19,14
C[C@@H]1CN([C@H](C)CO)C(=O)CCCn2nncc2CO[C@@H]1CN(C)C(=O)Oc1ccccc1,3&-2&-1,-3&0&0,-5&-2&-1,2.0&-1.8&2.1,0&-1&-1,-7,13&16&-3
O=C1CC(=O)N(Cc2ccccc2)C(=O)N1CCCCCCN1C(=O)CC(=O)N(Cc2ccccc2)C1=O,-1,0,-2,-2.0,10,-4,-5
CN(C)C(=O)Oc1ccc(-c2cn3cc(C(F)(F)F)ccc3n2)cc1,-4,0,0,-5.6,-1,-2,15
Cc1cc(-c2cc(C)c(N)c(C)c2)cc(C)c1N,4,4,-1,0.0,·,1,2
CCCN1CCC[C@@H]2Cc3nc(N)ncc3C[C@H]21,-1,0,-28,-2.4,-6,·,5
CCC(C)(C)c1ccc(O)cc1,0,4,0,1.1,·,-7,16
COc1cccc(-c2ccc([C@@H]3[C@H](CO)N4CCCCN(C(=O)Cc5ccncc5)C[C@@H]34)cc2)c1,-5,-2,1,-0.6,0,2[16.7 µM],0
O=C1C2(Cl)C3(Cl)C4(Cl)C(Cl)(Cl)C5(Cl)C3(Cl)C1(Cl)C5(Cl)C24Cl (configuration not stated),1,6,2,5.5,·,-5,6

# Compound profiles (already shown). Order of values: ERp5 block	ERAP1 HTS inh	CASP6 VEID inh	CFTR F508del cor	SIRT5 inh	miR-122 sensor	DENV2 CPE rescue
# `CCN1C[C@]2(C)CC[C@H](OC)[C@]34C2[C@H](OC(C)=O)[C@@]2(OCO[C@@]25C[C@H](OC)[C@H]2C[C@]3(O)C5[C@H]2OC)[C@@H]14` is listed with 2	6	-1	-4.7	-4	·	5
# `O=C1NC(=O)C(Cc2ccccc2)(Cc2ccccc2)C(=O)N1Cc1ccccc1` is listed with -6	2	0	0.3	·	·	-5

# Later entries.
SMILES,ERp5 block,ERAP1 HTS inh,CASP6 VEID inh,CFTR F508del cor,SIRT5 inh,miR-122 sensor,DENV2 CPE rescue
CCOC(=O)c1c(/N=C/C2C(=O)NC(=O)NC2=O)sc2c1CCC2,5,-2,1,-1.4,-1,-2,3
S=C(N1CCCCCC1)N1CC1,-3,3,0,0.6,0,-1,12
C=C[C@@H]1C2=CCOC(=O)C2=CO[C@H]1O[C@@H]1O[C@H](CO)[C@@H](O)[C@H](O)[C@H]1O,3,·,1,1.2,·,-2,23*
CN(C)C(=O)Oc1ccc(Br)c2ccccc12,2,-8,2,-3.0,1,-5,4
O=[N+]([O-])c1ccc(CNCCc2ccccc2)cc1,0,1,-2,0.1,-5,2,5
Cc1cc(/C=C2/C(=O)NC(=O)N(Cc3ccco3)C2=O)c(C)n1-c1ccc(C(=O)O)cc1,-3,12,51*,1.3,3,-7,-3
CN(CC=CCN(C)P(=S)(N1CC1)N1CC1)P(=S)(N1CC1)N1CC1,-4,1,-247,-1.1,3,1,-3
CC(Cc1ccccc1)NC(=O)CN1CCCC1=O (configuration not stated),-11,5,-1,-2.3,-7,-3,14
COC(=O)[C@H]1[C@H](CO)[C@H]2Cn3c(ccc(-c4cccc(OC)c4)c3=O)[C@@H]1N2CC1CC1,0,-1,-1,·,-2,·,-14
Cc1cc(C)n2c(Br)c(CN3CC4CC(C3)c3cccc(=O)n3C4)nc2n1 (configuration not stated),1,3,-1,0.9,4,-5,8
Cc1ccc(S(=O)(=O)N2Cc3ccccc3-n3nncc3C2)cc1,1,·,2,-0.1,0,-3,-3
CN1CCN(C(=O)CN=[N+]=[N-])CC1,-4,-3,2,2.0,-5,·,1
N#CCCCCC#N,4,1,-4,-2.2,-1,-24,7
NNP(=O)(CC(=O)c1ccccc1)c1ccccc1 (configuration not stated),1,-1,1,-0.5,-4,-5,-2
Cc1ccc(S(=O)(=O)N[C@@H](CCCCN)C(=O)CCl)cc1,6,6,-8,6.7,-1,-5,-4
O=C1NCN(c2ccccc2)C12CCN(C(c1nnnn1C1CCCC1)C1CC1)CC2 (configuration not stated),7,·,0,3.1,-2,-1,-9
Cc1ccc(CN2CCCN(Cc3ccccc3C)S2(=O)=O)cc1,2,0,-4,1.7,-3,0,-1
CC1N=C(c2ccccc2Cl)c2cc(Br)ccc2NC1=O (configuration not stated),3,1,4,-4.0,-6,·,8
FC(F)(F)c1ccc(CN2CCNCC2)cc1,-5,-1,-1,-0.3,·,·,4
CCCCCn1c(=O)c(C(=O)NC(C)c2ccccc2)c(O)c2ccccc21 (configuration not stated),1,-1,-8,-4.4,-8,·,-12
C=CCN1CC[C@]23c4c5ccc(O)c4O[C@H]2/C(=N/NC(=O)c2ccccc2)CC[C@@]3(O)[C@H]1C5,-1,-2,3,-0.1,9,4,1
C=C1C(=O)OC2C1CCC(C)C1(O)C=CC(=O)C21C (configuration not stated),-3,0,3,-9.2,·,?,-1
C[C@]12CCC3C(CC[C@H]4CC(=O)CC[C@]34C)C1CCC2=O (some centres not stated),-2,-1,2,-0.5,0,1,-13
C[N+]12CCC(CC1)C(C(O)(c1cccc(Cl)c1)c1cccc(Cl)c1)C2 (configuration not stated),4,·,-17,1.8,-2,·,7
CC(C)CNc1c2c(nc3ccccc13)CCC2,-3,3,·,-3.1,0,-8,-7
COc1cc2c(c(OC)c1)C(=O)OC(C)CCCC(=O)CCCCC2 (configuration not stated),0,0,1,2.8,0,-4,0
COP(=O)(Cc1ccc(C#N)o1)OC,2,-2,-8,-0.1,-2,·,5
CCN(CC)C(=O)c1ccc(NC(=O)C2=C(C)OCCS2)cc1,5,-2,1,1.5,-6,-5,1
COc1ccc(OC)c(N2C(=O)NC(=O)/C(=C\c3ccc([N+](=O)[O-])s3)C2=O)c1,5,5,23,1.2,11,-4,13
COc1ccc(-c2ccc3c(c2)CN(C(=O)CCc2ccccc2)Cc2cnnn2-3)cc1,4,-2,1,0.3,-6,3,-1
Oc1ccc(CC2(N3CCCC3)CCCCC2)cc1,-4,1,0,2.1,-5,6,-3
c1ccc(-c2ccc(-c3n(-c4ccccn4)c4ccccc4[n+]3-c3ccccn3)cc2)cc1,0,-10,1,-0.1,-20,·,-2
COc1ccc(S(=O)(=O)NCc2ccc(C(=O)N3CCC4(CC3)OCCO4)cc2)cc1,9,2,3,-2.7,-1,-9,-1
COc1c2c(cc3c1OCO3)CC[N+](C)=C2,-4,-1,-2,-3.5,·,4,1
Fc1cccc(-c2ccc3c(c2)CN(C(=S)NCCc2ccccc2)Cc2cnnn2-3)c1,-1,·,-1,3.5,·,72,2
CN(C)P1(=O)N(C)CCN1C,1,1,-5,-2.0,·,-3,8
COC(=O)C1=C(c2ccc(F)cc2OCc2ccccc2)C[C@@H]2CC[C@H]1N2C(=O)NCCCOC(C)C,-5,-3,1,-1.9,0,-5,-5
O=C1NC(=O)N(c2cccc(F)c2)C(=O)/C1=C/c1ccc(N2CCOCC2)cc1,3,·,-5,-1.6,1,-5,-4
CN(C)c1ccc(/C=C2/C(=O)NC(=O)N(Cc3ccco3)C2=O)cc1,12,15,81*,·,31*,-6,3

# From PubChem

# The list is partial. The share of hits here may be higher or lower than overall.
